Bioassay records deposited in PubChem BioAssay by several laboratories.
IL1B NFkB inh: inhibitors of IL-1B driven NFkB p65 nuclear import, primary screen, imaging, HUVEC, IL-1B stimulus, high-content imaging; HUVEC IL-1B NFkB p65 nuclear translocation imaging; inhibition, % at 2 µM; hit rate 0.43% among 94,000;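 active means inhibition above about 30% together with a positive call from visual inspection of the well image, limit read from the data; inconclusive means inhibition above a set limit but visual check negative; inactive means inhibition not above a set limit, visual check negative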;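 further: nuclear over cytoplasmic p65 intensity ratio measured by imaging; 0% = IL-1B stimulated DMSO wells and 100% = unstimulated DMSO wells; values of inactives mirror those of a sister screen read the other way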
MRP resist rev: reversal of MRP1-mediated doxorubicin resistance, primary screen, H69AR cells, doxorubicin co-treatment; AID 602, 2007; hit rate 0.04% among 85,000; differential viability (reversal), % at 10 µM; H69AR cells + 2 uM doxorubicin, CellTiter-Glo, 72 h;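 active means viability drop by adding the cancer drug above about 55%, with treated viability meeting a 40% cutoff, limit read from the data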;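 further: viability without doxorubicin minus viability with 2 µM doxorubicin for each compound; larger differential means the compound sensitizes cells more to doxorubicin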
PLAP inhibition: PLAP enzyme inhibitors, biochemical, luminescence, HTS (AID 690) | Alkaline phosphatase, placental type (Homo sapiens) | purified PLAP, luminescent substrate; higher % means a stronger effect | inhibition, % at 20 µM, or IC50 in µM where a hit was titrated | hit rate 0.08% among 96,000; in the data active means a potency from the dose series; inactive means the rest, 99 in 100 with inhibition below about 30%; further: strong numbers were not always called active
Bcl-B displacement: displacers of TR3 peptide from Bcl-B, primary screen, selectivity assay for Bfl-1 inhibitor project, biochemical, fluorescence polarization; Bcl-2-like protein 10 (Homo sapiens); FP displacement of FITC-TR3 peptide from Bcl-B; higher % means a stronger effect; displacement, % at 20 µM; hits with a dose series show IC50 in µM; hit rate 0.11% among 96,000;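 active means displacement above 50% at 20 µM plus a fluorescence interference ratio under 1.5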;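 further: plate controls were wells without compound for no effect and wells lacking Bcl-B protein for full effect; a part of the inactive calls stands beside numbers as strong as those of hits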
IL1B NFkB pot: enhancers of NFkB p65 translocation in HUVEC – imaging, IL-1B stimulus, high-content imaging, primary screen; hit rate 0.3% among 94,000; activation, % at 2 µM; HUVEC IL-1B NFkB p65 nuclear translocation imaging;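 active means activation above 40%, about the mean plus 3 SD, also judged a hit on visual image review; inconclusive means activation above 40% but not a hit on visual review; inactive means activation not above 40% and no visual hit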;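 further: percent activation is computed from the nuclear over cytoplasmic p65 intensity ratio; values of inactives mirror those of a sister screen read the other way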
MRP resist rev cytotoxicity: recorded beside MRP resist rev, whose call it bears; viability, %; H69AR cells, CellTiter-Glo, 72 h; measured here: cytotoxicity without doxorubicin
MRP resist rev with doxorubicin: recorded beside MRP resist rev, whose call it bears; viability, %; measured here: viability with 2 uM doxorubicin; hits give low values
IL1B NFkB inh cell count 2 µM: second read-out of IL1B NFkB inh, no call of its own (marks repeat the call); cell count; measured here: cells passing quality filter;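 raw number of nuclei counted in each imaged well without normalization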
IL1B NFkB pot cell count 2 µM: also measured in IL1B NFkB pot; calls as there; cell count; measured here: cells passing quality filter
An asterisk follows results filed as active; u = inconclusive; x = not tested or not shown.

Results follow in this order: IL1B NFkB inh	IL1B NFkB inh cell count 2 µM	MRP resist rev	MRP resist rev cytotoxicity	MRP resist rev with doxorubicin	PLAP inhibition	Bcl-B displacement	IL1B NFkB pot	IL1B NFkB pot cell count 2 µM
- COCCNC(=O)c1onc(CSc2ccccc2)c1C(=O)O
  -19	160	x	x	x	1%	-7%	19	160
- Cc1ccccc1N(CC(=O)Nc1ccc(F)cc1)S(C)(=O)=O
  x	x	2	97	95	-10%	-3%	x	x
- CCOC(=O)NCC(C#CCN(CC)CC)N(CC)CC (stereo not drawn)
  -7	133	-1	95	95	-7%	-1%	7	133
- Cc1noc(NC(=O)c2ccc(F)cc2)c1C#N
  6	108	x	x	x	-12%	0%	-6	108
- C=CCSc1nnc(C)n1-c1ccc(Cl)cc1
  5	94	1	98	97	0%	-5%	-5	94
- O=C(Nc1ccc(F)cc1F)N1CCN(c2ncccn2)CC1
  x	x	-3	95	98	1%	-5%	x	x
- CCOc1ccc(N(CC(=O)Nc2nccs2)S(=O)(=O)c2c(C)noc2C)cc1
  -1	56	-6	90	96	6%	12%	1	56
- Cc1cc(C2C(C#N)=C(N)OC3=C2C(=O)CC(C)(C)C3)c(C)s1 (stereo not drawn)
  -2	160	-12	73	85	9%	-15%	2	160
- COC(=O)c1ccc(NS(=O)(=O)c2ccc3c(c2)oc(=O)n3C)cc1
  -9	183	9	101	92	-17%	4%	9	183
- COc1ccc(CNC(=O)C(C#N)c2nc3ccccc3nc2N2CCCC2)cc1 (stereo not drawn)
  1	171	4	34	30	-28%	14%	-1	171
- C1CNCCOCCNCCN1
  -5	139	4	108	104	-73%	2%	5	139
- COc1ccc(-n2nc(C(=O)NCC(=O)NCC3CCCO3)c3ccccc3c2=O)cc1 (stereo not drawn)
  -21	156	4	99	94	-68%	-2%	21	156
- COc1ccc(CNC(=S)Nc2cccc(C)c2C)cc1
  -6	158	9	84	76	21%	-1%	6	158
- CCOc1ccc(Cc2c(Cl)nc(N)nc2Cl)cc1
  -16	123	x	x	x	0%	-4%	16	123
- Cc1csc(NC(=O)CCS(=O)(=O)c2ccc(Br)cc2)n1
  -4	127	2	94	92	-9%	-9%	4	127
- CC(=O)C1=C(C)NC(SCC(N)=O)=C(C#N)C1c1cccs1 (stereo not drawn)
  5	163	15	106	91	-3%	-4%	-5	163
- Cc1ccc(-n2c(Cc3cccn3C)nnc2SCC(=O)N2CCc3ccccc32)cc1
  -13	66	x	x	x	-32%	-8%	13	66
- CON(C)c1nc(OCCNC(=O)OCc2ccc(Cl)cc2Cl)nc(N(C)C)n1
  -20	133	x	x	x	-20%	-4%	20	133
- C=CCSC1=N/C(=C\c2sccc2C)C(=O)S1
  8	117	x	x	x	6%	-11%	-8	117
- CCCCNC(=O)CN(c1cccc(F)c1)S(C)(=O)=O
  7	164	6	107	101	x	x	-7	164

Record cards (already shown):
COc1ccc(CNC(=S)Nc2cccc(C)c2C)cc1 in the list: IL1B NFkB inh: -6; IL1B NFkB inh cell count 2 µM: 158; MRP resist rev: 9; MRP resist rev cytotoxicity: 84; MRP resist rev with doxorubicin: 76; PLAP inhibition: 21%; Bcl-B displacement: -1%; IL1B NFkB pot: 6; IL1B NFkB pot cell count 2 µM: 158
C=CCSC1=N/C(=C\c2sccc2C)C(=O)S1 in the list: IL1B NFkB inh: 8; IL1B NFkB inh cell count 2 µM: 117; MRP resist rev: x; MRP resist rev cytotoxicity: x; MRP resist rev with doxorubicin: x; PLAP inhibition: 6%; Bcl-B displacement: -11%; IL1B NFkB pot: -8; IL1B NFkB pot cell count 2 µM: 117

(list continues)
Results follow in this order: IL1B NFkB inh	IL1B NFkB inh cell count 2 µM	MRP resist rev	MRP resist rev cytotoxicity	MRP resist rev with doxorubicin	PLAP inhibition	Bcl-B displacement	IL1B NFkB pot	IL1B NFkB pot cell count 2 µM
- Cc1c(C(=O)NCCN2CCOCC2)oc2ccc(S(=O)(=O)N3CCCCCC3)cc12
  x	x	x	x	x	-61%	-8%	x	x
- CCN(CC)c1nc(-c2ccccc2)cc(C(F)(F)F)c1C#N
  -2	160	x	x	x	8%	-3%	2	160
- CCOC(=O)c1[nH]c2ccccc2c1NC(=O)c1ccc2c(c1)OCO2
  -3	133	-20	22	42	-19%	-10%	3	133
- CCOC(=O)C1=C(C)NC(=O)C(C(N)=O)C12CCCC2 (stereo not drawn)
  -9	185	8	107	99	-2%	5%	9	185
- O=C(Oc1cccnc1)c1cccc(Cl)c1
  1	165	5	99	95	-5%	9%	-1	165
- C1CCCN(CCCCN2CCCCCC2)CC1
  -12	73	-10	93	103	18%	0%	12	73
- COCCNC(=O)C(OC(=O)c1cccs1)c1ccccc1 (stereo not drawn)
  4	177	-2	91	93	12%	9%	-4	177
- COC(Cc1nnc(SC)n1-c1ccc(Cl)cc1)OC
  5	116	x	x	x	-1%	0%	-5	116
- Cc1ccc(-n2c3c(c(=O)[nH]c2=S)C(C(F)(F)F)(C(F)(F)F)NC(=O)N3)cc1
  -12	201	20	101	80	-30%	-4%	12	201
- COc1ccccc1NC(=O)CSc1nnc(-c2ccccc2)o1
  x	x	6	107	101	-18%	-8%	x	x
- COc1ccccc1N1CCN(C(=O)c2ccc(Cl)c(S(=O)(=O)NCc3ccco3)c2)CC1
  5	50	-54	23	77	-57%	-5%	-5	50
- O=C(Cc1cccs1)N/N=C/C(Br)=C/c1ccccc1
  -79	159	x	x	x	-2%	-6%	u	x
- O=C(CN1CCC(n2nnc3cc(C(F)(F)F)ccc32)CC1)Nc1ccc2c(c1)OCCO2
  -16	193	17	92	75	-69%	2%	16	193
- Cc1ncc(S(=O)(=O)c2ccccc2)c(-c2ccc(Cl)cc2Cl)n1
  -15	177	9	94	84	-16%	-24%	15	177
- Cc1ccc(C2CC(=O)N3CN(c4ccc(Br)cc4)CSC3=C2C#N)o1 (stereo not drawn)
  2	34	-1	97	97	-4%	-54%	-2	34
- N#Cc1c(-c2ccc(Br)cc2)nc2n(c1=O)CCCS2
  -16	158	5	102	97	-3%	-12%	16	158
- CCNC(=O)N(C)c1nncnc1C(=O)NC
  -27	197	3	102	99	11%	-4%	27	197
- CCN(CC)CCN1C(=O)C(=O)/C(=C(/O)c2ccc(OCC(C)C)cc2)C1c1ccncc1 (stereo not drawn)
  x	x	-2	95	96	-27%	1%	x	x
- COCc1nnc(NC(=O)c2cccs2)s1
  -7	108	-13	88	101	-8%	-3%	7	108
- CC(NC(=O)c1nn(C)c(=O)c2ccccc12)c1ccc(F)cc1 (stereo not drawn)
  -16	122	13	86	73	-72%	-8%	15	122

Part of the list above, as labelled records.
COc1ccccc1N1CCN(C(=O)c2ccc(Cl)c(S(=O)(=O)NCc3ccco3)c2)CC1
  IL1B NFkB inh: 5; IL1B NFkB inh cell count 2 µM: 50; MRP resist rev: -54; MRP resist rev cytotoxicity: 23; MRP resist rev with doxorubicin: 77; PLAP inhibition: -57%; Bcl-B displacement: -5%; IL1B NFkB pot: -5; IL1B NFkB pot cell count 2 µM: 50
O=C(Cc1cccs1)N/N=C/C(Br)=C/c1ccccc1
  IL1B NFkB inh: -79; IL1B NFkB inh cell count 2 µM: 159; MRP resist rev: x; MRP resist rev cytotoxicity: x; MRP resist rev with doxorubicin: x; PLAP inhibition: -2%; Bcl-B displacement: -6%; IL1B NFkB pot: u; IL1B NFkB pot cell count 2 µM: x
O=C(CN1CCC(n2nnc3cc(C(F)(F)F)ccc32)CC1)Nc1ccc2c(c1)OCCO2
  IL1B NFkB inh: -16; IL1B NFkB inh cell count 2 µM: 193; MRP resist rev: 17; MRP resist rev cytotoxicity: 92; MRP resist rev with doxorubicin: 75; PLAP inhibition: -69%; Bcl-B displacement: 2%; IL1B NFkB pot: 16; IL1B NFkB pot cell count 2 µM: 193
Cc1ncc(S(=O)(=O)c2ccccc2)c(-c2ccc(Cl)cc2Cl)n1
  IL1B NFkB inh: -15; IL1B NFkB inh cell count 2 µM: 177; MRP resist rev: 9; MRP resist rev cytotoxicity: 94; MRP resist rev with doxorubicin: 84; PLAP inhibition: -16%; Bcl-B displacement: -24%; IL1B NFkB pot: 15; IL1B NFkB pot cell count 2 µM: 177

Additional compounds follow:
Results follow in this order: IL1B NFkB inh	IL1B NFkB inh cell count 2 µM	MRP resist rev	MRP resist rev cytotoxicity	MRP resist rev with doxorubicin	PLAP inhibition	Bcl-B displacement	IL1B NFkB pot	IL1B NFkB pot cell count 2 µM
- Cc1cc2nnc(SC3CCOC3=O)n2c2ccccc12 (stereo not drawn)
  x	x	-6	97	103	13%	6%	x	x
- O=C(Cn1cnc2ccccc2c1=O)N1CCN(Cc2ccc3c(c2)OCO3)CC1
  -9	133	17	104	87	-2%	2%	9	133
- CC(C)SCc1nc2ccccc2[nH]1
  4	168	-12	92	104	-19%	-2%	-4	168
- CN(C)C(=O)Nc1ccc(F)cc1F
  -2	113	18	92	74	11%	-10%	2	113
- CSc1cccc(NC(=O)CSc2ccc(C)cc2)c1
  0	161	-1	91	92	12%	6%	0	161
- C=CCNc1oc(Cc2cccc3ccccc23)nc1C#N
  10	152	3	77	74	34%	-26%	-10	152
- S=c1nc(-c2ccccc2Br)[nH][nH]1
  -3	136	1	102	101	x	x	3	136
- CC(C)C(C(=O)O)N1C(=O)/C(=C/C=C/c2ccco2)SC1=S (stereo not drawn)
  9	143	x	x	x	0%	11%	-9	143
- OC(COc1ccc2ccccc2c1Br)Cn1ccnc1 (stereo not drawn)
  0	145	-5	101	106	-9%	-8%	0	145
- Cc1ccc(S(=O)(=O)N(CC(O)CN2CCCC2)c2ccccc2)cc1 (stereo not drawn)
  -3	83	-1	86	87	-36%	-9%	3	83
- COc1ccccc1-c1noc(-c2ccccc2C(=O)N2CCOCC2)n1
  -6	99	-2	86	88	-42%	2%	6	99
- Brc1ccc(Oc2nnnn2-c2ccccc2)cc1
  x	x	5	96	92	34%	-7%	x	x
- Cc1ccc(C)c(NC(=S)N2CCC(c3nc4ccccc4s3)CC2)c1
  1	174	x	x	x	-30%	-18%	-1	174
- Cc1cc(C)n(Cc2ccc(NC(=O)c3nn(C)cc3[N+](=O)[O-])cc2)n1
  -1	171	x	x	x	-37%	-1%	1	171
- O=C(NC(=S)Nc1ccccc1N1CCCC1)c1ccc(-c2cccc([N+](=O)[O-])c2)o1
  11	179	22	93	72	-8%	4%	-11	179
- Cn1c(C(C#N)C2=C(Cl)C(=O)N(c3ccccc3)C2=O)nc2ccccc21 (stereo not drawn)
  -5	116	-16	63	80	4%	16µM*	5	116
- CCN(Cc1cc2cc(C)ccc2[nH]c1=O)C(=O)c1cccc(OC)c1
  17	100	-7	72	79	13%	2%	-17	100
- CCOC(=O)c1ccc(NC(=O)CSc2nnc(C3CC3)n2CC)cc1
  1	140	14	87	73	x	x	-1	140
- COc1cc2c(C(=O)NCc3ccccn3)cn(C)c(=O)c2cc1OC
  6	104	3	82	79	11%	4%	-6	104
- CC(C)(C)NC(=O)CSc1nncn1NCc1cccc2ccccc12
  -24	160	0	92	92	-13%	6%	24	160
- Cc1ccc(-n2c(N)c(C(=O)N3CCCCC3)sc2=S)cc1
  -16	73	2	85	82	11%	-3%	16	73
- CCOC(=O)N1CCC(N2C(=O)c3ccc(C(=O)NCc4ccc(F)cc4)cc3C2=O)CC1
  x	x	10	102	92	10%	-5%	x	x
- CC(=O)c1cnc(Nc2nc(C)c3cc(C)ccc3n2)nc1C
  -8	168	5	99	93	x	x	8	168

This is a subset (hit frequency here may not be typical).
